# STAT3 activator: activators of IL-6 induced STAT3 signaling | U3A cells, IL-6 STAT3-luciferase reporter, luminescence; 100% = signal with IL-6 EC80 alone | activation (% of control), % at 5.6 µM | 0.91% of 190,000 active | AID 871;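 active = activation above the screen-wide mean of compound activation plus 3 SD, cut at about 130% in these data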;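 also: 0% = background luminescence of wells with medium and substrate only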
#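 Material: STAT3-luciferase reporter U3A cells. Controls: IL-6-treated wells, 100% activation. Read-out: % activation versus median of IL-6-stimulated wells. Probe or stimulus: IL-6 stimulus at 33 ng/mL final. Timing: compound 1 h, then IL-6 6 h at 37 °C. Signal: reporter luminescence signal.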
# STAT3 inh: reduces IL-6 driven STAT3 reporter signal | U3A cells, IL-6 STAT3-luciferase reporter, luminescence; host cell line lacks STAT1 | inhibition, % at 5.5 µM | 0.89% of 190,000 active;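 active = inhibition above the mean inhibition across all screened compounds plus 3 SD, cut at about 44% in these data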;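 also: 0% = DMSO only wells and 100% = 100 µM nifuroxazide control wells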
# STAT1 blocker: reduces IFN-gamma driven STAT1 reporter signal. AID 920. inhibition, % at 5.5 µM. NIH 3T3 STAT1-luciferase reporter, luminescence. 0.35% of 200,000 active;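 active = inhibition above a set limit, the mean inhibition across all tested compounds plus 3 SD, cut at about 34% in these data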;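 also: 0% = IFN-gamma with DMSO and 100% = IFN-gamma with 300 µM nifuroxazide; values of inactives mirror those of a sister screen read the other way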
# Redox H2O2 prof: compounds producing H2O2 with reducing agent – biochemical, NIH compound library profiling, artefact control for MLSCN library redox annotation, primary screen; 0.03% of 200,000 active; activation, % at 10 µM; DTT-dependent redox cycling H2O2, phenol red/HRP absorbance; 100% = 100 µM peroxide control, 0% = buffer;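 active = activation of at least 50% relative to the plate's high and low controls in the primary single-dose screen; inactive = activation below 50%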;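 also: compound incubated with DTT at 0.8 mM final as the reducing agent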
# STAT1 activator: increases IFN-gamma driven STAT1 reporter signal; 2.6% of 200,000 active; activation (% of control), % at 5.5 µM; NIH 3T3 STAT1-luciferase reporter, luminescence; 100% = IFN-gamma alone, no compound; AID 932;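 active = activation above the screen-wide mean activation plus 3 SD, cut at about 130% in these data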;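 also: raw ratio to IFN-gamma control signal so 100% means no change and 0% no light; values of inactives mirror those of a sister screen read the other way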
# HMGR II inh: E. faecalis class II HMG-CoA reductase inhibition. purified E. faecalis HMGR, NADPH absorbance 340 nm kinetic. inhibition, % at 10 µM. 0.41% of 190,000 active. AID 1066;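 active = inhibition above a set limit, the median over all tested compounds plus 3 SD, cut at about 9.5% in these data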;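 also: enzyme runs in reverse so mevalonate oxidation gives rising NADPH absorbance; 0% = complete reaction with DMSO and 100% = background rate lacking mevalonate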
# Hsp70 act: switches on Hsp70 transcription; HeLa Hsp70 promoter luciferase reporter, luminescence; scaled: vehicle 0, proteasome-inhibitor control 100%; activation, % at 10 µM; 0.04% of 200,000 active;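 active = activation above the mean across all tested compounds plus 3 SD, cutoff set per campaign, cut at about 5.5% in these data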;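 also: 100% = MG132 at 30 µM as the positive control and 0% = DMSO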
# TLR4 MyD88 comp: inhibitors of human TLR4-MyD88 binding. 0.18% of 200,000 active. inhibition, % at 8.4 µM. AID 861. HeLa CL3-4 TLR4/MyD88 BLA complementation, FRET ratio. O00206+Q99836; in the data active = inhibition above about 25%;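 also: 0% = vehicle and 100% = reference inhibitor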
# Target sequence (O00206 whole entry, looked up): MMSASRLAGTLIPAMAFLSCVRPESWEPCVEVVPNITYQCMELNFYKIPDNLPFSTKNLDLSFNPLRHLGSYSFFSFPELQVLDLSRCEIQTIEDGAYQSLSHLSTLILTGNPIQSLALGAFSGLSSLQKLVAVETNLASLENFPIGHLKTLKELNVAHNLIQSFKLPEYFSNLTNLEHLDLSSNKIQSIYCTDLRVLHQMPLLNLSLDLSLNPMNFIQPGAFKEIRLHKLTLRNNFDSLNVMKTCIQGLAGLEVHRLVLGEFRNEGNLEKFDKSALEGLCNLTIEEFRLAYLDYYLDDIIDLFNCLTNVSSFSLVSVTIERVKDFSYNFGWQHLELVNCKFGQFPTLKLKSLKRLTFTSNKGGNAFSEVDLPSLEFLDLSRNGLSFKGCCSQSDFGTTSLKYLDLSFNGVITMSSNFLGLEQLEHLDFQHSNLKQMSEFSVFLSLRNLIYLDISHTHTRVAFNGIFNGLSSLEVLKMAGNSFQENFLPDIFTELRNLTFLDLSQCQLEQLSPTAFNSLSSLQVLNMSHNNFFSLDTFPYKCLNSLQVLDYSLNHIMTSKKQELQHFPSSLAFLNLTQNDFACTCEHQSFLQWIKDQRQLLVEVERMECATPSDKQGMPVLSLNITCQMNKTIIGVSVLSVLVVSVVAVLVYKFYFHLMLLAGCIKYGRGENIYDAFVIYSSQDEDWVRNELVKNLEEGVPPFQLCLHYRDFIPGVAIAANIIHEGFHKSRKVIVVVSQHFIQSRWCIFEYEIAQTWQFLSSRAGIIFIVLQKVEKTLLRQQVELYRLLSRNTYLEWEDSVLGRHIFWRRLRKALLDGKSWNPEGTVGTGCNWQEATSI
# Target sequence (Q99836 whole entry, looked up): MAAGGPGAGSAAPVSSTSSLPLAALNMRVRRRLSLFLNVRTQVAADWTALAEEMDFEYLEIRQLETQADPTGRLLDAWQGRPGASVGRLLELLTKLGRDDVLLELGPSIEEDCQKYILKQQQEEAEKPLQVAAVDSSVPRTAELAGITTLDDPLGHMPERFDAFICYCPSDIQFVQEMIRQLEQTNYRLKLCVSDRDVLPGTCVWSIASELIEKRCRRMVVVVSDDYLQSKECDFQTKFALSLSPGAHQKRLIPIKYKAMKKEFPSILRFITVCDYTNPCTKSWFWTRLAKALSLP
# APP 5'UTR act: APP 5'UTR luciferase reporter activation | SH-SY5Y APP 5'UTR luciferase reporter, luminescence; zero percent = DMSO vehicle wells | activation, % at 2 µM | 1% of 190,000 active;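 active = activation above a set limit, based on mean plus 3 SD of controls, cut at about 140% in these data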; also: values of inactives mirror those of a sister screen read the other way
# NF-kB neuron act: NF-kB expression increase, human neuronal cells; 1.6% of 190,000 active; NF-kB reporter expression; hits give high values; AID 1239; fold change at 12.5 µM; in the data active = fold change above about 3.3
# * = called active by the depositor; . = not tested or not shown.
SMILES,STAT3 activator,STAT3 inh,STAT1 blocker,Redox H2O2 prof,STAT1 activator,HMGR II inh,Hsp70 act,TLR4 MyD88 comp,APP 5'UTR act,NF-kB neuron act
Cc1ccccc1-c1nnc(SCC(=O)Nc2cccc(C)c2C)o1,88.0,22.4,-1.8,2.5,101.6,-7.2,-0.2,8.4,12.4,1.62
CC(C)CC(=O)NN(C)c1nc(-c2ccccc2)nnc1C(F)(F)F,101.7,-0.5,1.5,-2.5,98.6,-1.7,-0.2,0.5,11.7,0.93
O=C(CCC(=O)OCC(=O)c1ccc(-c2ccccc2)cc1)Nc1cccc2cccnc12,84.1,20.3,6.1,-2.1,94.4,-4.5,-0.1,6.5,16.8,1.25
CC(=O)Nc1nonc1NC(=O)CSC1=NCCS1,104.4,-4.4,13.1,0.3,88.1,-1.5,-0.1,-10.2,0.6,1.08
O=C1c2ccccc2C2(c3ccccc3)NCCN12 (configuration not stated),98.6,8.1,-4.4,-2.6,105.4,-2.1,-0.4,11.0,-6.5,1.34
Cc1ccc(C(=O)OCC2OC3OC(C)(C)OC3C2O)cc1 (configuration not stated),103.8,-0.7,-0.2,0.1,100.2,0.2,-0.2,5.2,23.4,1.28
CCO[C@H]1OC(C(=O)N2CCN(Cc3ccc4c(c3)OCO4)CC2)=C[C@@H](c2cn(C(C)=O)c3ccccc23)[C@@H]1CCCO,.,.,-1.0,-0.2,102.4,-6.7,0.0,4.1,19.2,0.42
COc1ccc(N2CCN(CC(O)COCCOc3ccc(Br)cc3)CC2)cc1 (configuration not stated),87.2,18.8,13.1,-0.3,88.4,2.0,-0.2,1.8,7.4,0.79
COc1ccccc1-n1cnnc1SCC(=O)Nc1nc(C)c(Cl)cc1Cl,103.0,0.6,0.7,2.6,99.4,-2.0,0.1,2.1,6.4,1.11
O=C(NCc1ccco1)c1sc2ccccc2c1Cl,89.7,14.4,-22.0,0.2,119.2,-6.0,0.4,-2.0,18.3,1.78
Cc1cnc(NC(=O)CSc2nnc(-c3ccc(Cl)cc3Cl)n2N)s1,107.2,-6.0,3.5,7.7,96.8,-15.0,-0.4,6.2,0.1,1.08
O=C1CN(S(=O)(=O)c2ccccc2)CCN1S(=O)(=O)c1ccccc1,95.5,8.0,2.2,0.1,98.0,1.2,-0.3,-14.8,-3.2,1.1
OC(CNC1CCCCC1)COCCOc1ccc(Br)cc1 (configuration not stated),92.7,8.8,11.0,-0.5,90.2,-5.6,-0.4,-0.3,8.1,1.07
COC(=O)c1ccc(CN2CCN(C(C)C)C(CCO)C2)cc1 (configuration not stated),93.0,12.4,-5.9,-1.2,104.0,-5.8,0.0,10.9,19.5,1.33
CCOC(=O)c1c(C)[nH]c(C(=O)OCC(=O)NC2CCS(=O)(=O)C2)c1C (configuration not stated),98.7,4.4,2.1,-7.0,98.1,-6.3,-0.3,-3.7,4.3,1.16
Cc1cc(NS(=O)(=O)c2ccc(Nc3nc(-c4sc(NC(=O)c5ccccc5)nc4C)cs3)cc2)no1,90.0,18.0,1.7,0.1,98.4,1.0,-0.5,7.5,19.0,0.94
CC(C)C1C(C#N)=C(N)Oc2n[nH]c(-c3ccc4ccccc4c3)c21 (configuration not stated),94.8,7.4,-4.7,0.1,103.4,-2.6,0.0,13.2,-55.2,0.98
CC1CCCCC1NC(=O)c1cncc(Br)c1 (configuration not stated),100.3,9.5,3.6,0.3,96.7,-3.4,-0.2,-6.0,3.1,1.03
COc1ccccc1NC(=O)CCc1nc2ccccc2s1,91.2,10.9,-0.2,-2.7,100.3,-5.8,-0.1,0.1,-2.6,1.24
CCCCOc1ccccc1C(=O)NCC(=O)O,97.4,9.5,-1.8,-2.2,102.9,3.6,-0.2,9.1,-9.7,1.09

# The last 6 records of the section above lead into the next.
SMILES,STAT3 activator,STAT3 inh,STAT1 blocker,Redox H2O2 prof,STAT1 activator,HMGR II inh,Hsp70 act,TLR4 MyD88 comp,APP 5'UTR act,NF-kB neuron act
CCOC(=O)c1c(C)[nH]c(C(=O)OCC(=O)NC2CCS(=O)(=O)C2)c1C (configuration not stated),98.7,4.4,2.1,-7.0,98.1,-6.3,-0.3,-3.7,4.3,1.16
Cc1cc(NS(=O)(=O)c2ccc(Nc3nc(-c4sc(NC(=O)c5ccccc5)nc4C)cs3)cc2)no1,90.0,18.0,1.7,0.1,98.4,1.0,-0.5,7.5,19.0,0.94
CC(C)C1C(C#N)=C(N)Oc2n[nH]c(-c3ccc4ccccc4c3)c21 (configuration not stated),94.8,7.4,-4.7,0.1,103.4,-2.6,0.0,13.2,-55.2,0.98
CC1CCCCC1NC(=O)c1cncc(Br)c1 (configuration not stated),100.3,9.5,3.6,0.3,96.7,-3.4,-0.2,-6.0,3.1,1.03
COc1ccccc1NC(=O)CCc1nc2ccccc2s1,91.2,10.9,-0.2,-2.7,100.3,-5.8,-0.1,0.1,-2.6,1.24
CCCCOc1ccccc1C(=O)NCC(=O)O,97.4,9.5,-1.8,-2.2,102.9,3.6,-0.2,9.1,-9.7,1.09
Cc1ccc(N2C(=O)CC(N(O)C3CC(=O)N(c4ccc(C)cc4)C3=O)C2=O)cc1 (configuration not stated),90.9,15.1,0.5,-1.7,97.9,-9.2,-0.2,-0.6,-14.3,1.32
CCOc1ccc(N2C(=O)CC(Sc3nc(CC(C)C)ccc3C#N)C2=O)cc1 (configuration not stated),95.1,10.0,5.1,-0.9,93.8,-1.9,-0.2,-12.2,6.9,1.22
CC(=O)Nc1cccc(Oc2cnc3ccccc3n2)c1,132.6,-27.1,-7.2,2.1,106.5,3.2,-0.1,-18.5,1.5,1.36
CS(=O)(=O)N(CC(=O)N1CCN(c2ccccc2)CC1)c1ccccc1Cl,94.6,9.5,2.0,0.4,98.2,.,-0.3,-10.2,-9.3,.
O=C(/C=C/c1cccc([N+](=O)[O-])c1)NCCSCc1c(Cl)cccc1Cl,91.0,14.1,-5.7,-0.1,105.1,-7.3,-0.1,9.6,16.3,1.01
CSc1cccc(NS(=O)(=O)c2ccc(F)cc2)c1,96.7,3.4,-3.9,3.4,103.6,-3.6,-0.1,1.4,11.9,0.94
Cc1ccnc(NC(=O)CCC(=O)N(CC(=O)NC2CCCCC2)CC2CCCO2)c1 (configuration not stated),96.8,7.7,5.0,0.2,95.4,2.9,-0.5,1.0,3.6,1.19
COc1ccc(Cn2c(N)c(S(=O)(=O)c3cccs3)c3nc4ccccc4nc32)cc1,93.3,11.9,3.5,-6.8,96.8,-8.9,-0.2,-16.9,-10.2,1.38
Cc1cc(C)c(NC(=O)C2c3ccccc3Oc3ccccc32)c(C)c1,104.5,-3.1,-4.2,0.4,103.7,-11.7,-0.2,2.8,8.0,0.97
Cc1cccc(NC(=O)c2c(F)c(F)c(F)c(F)c2F)c1,102.5,3.2,3.5,0.2,96.8,-5.8,0.0,-4.5,-17.7,1.07
O=C(Cn1nc(-c2cccc([N+](=O)[O-])c2)c2ccccc2c1=O)Nc1cccnc1,105.1,-9.4,-1.4,-0.1,101.3,-1.8,-0.4,15.2,7.1,0.82
Nc1nonc1C(=O)NCCNCc1ccccc1OCc1ccccc1F,86.1,21.7,6.9,-0.6,93.7,0.3,-0.4,-1.4,4.4,0.78
C/C(Cl)=C/Cn1c(N2CCCC2)nc2c1c(=O)n(C)c(=O)n2C,97.8,8.7,5.1,2.7,95.3,-2.8,-0.4,5.0,-8.4,0.71
COC(=O)[C@@]1(Cc2ccccc2)[C@H]2c3cc(C(=O)N4CCCC4)n(Cc4ccsc4Br)c3C[C@H]2CN1C(=O)c1ccccc1,103.5,-7.0,5.7,1.7,94.8,0.5,-0.1,-6.3,7.8,0.75
COc1ccccc1NC1=NC(c2ccc(Cl)cc2)N=C(N)N1 (configuration not stated),97.5,6.1,5.5,0.1,95.4,0.1,-0.1,-4.0,-2.2,1.18
Cc1cccc(C)c1NC(=S)N(CCN(C)C)C(C)c1ccccn1 (configuration not stated),98.2,12.3,-19.7,-1.0,116.2,-3.6,-0.1,1.3,3.3,1.12
Cc1ccc(C)n1-c1ccc(N2CCOCC2)cc1,101.1,1.3,-2.0,-2.5,101.8,-9.6,0.7,-11.6,-13.7,1.12
CCOC(=O)C1(Cc2ccccc2C)CCCN(C(=O)CCn2nccc2C)C1 (configuration not stated),105.0,-2.4,-3.8,-0.8,102.4,-5.9,-0.5,6.2,-2.2,1.08
CCOC(=O)c1c(CN2CCCCC2C)oc2ccc(OC)cc12 (configuration not stated),105.0,3.2,-0.9,3.5,100.8,-2.0,0.0,8.4,-11.1,1.01
O=C(N/N=C/c1cc([N+](=O)[O-])ccc1O)Nc1ccccc1,104.3,-2.7,-9.6,0.3,107.1,-1.8,-0.3,1.5,-6.0,0.82
CCOC(=O)c1c(C)[nH]c(C(=O)COC(=O)CSCC(=O)N(CC)CC)c1C,99.8,8.0,-0.2,-4.5,100.2,-0.7,0.4,0.7,-5.8,0.95
CCn1cc(C2=NOC(C(=O)Nc3c(C)nn(Cc4ccc(F)cc4)c3C)C2)c(C)n1 (configuration not stated),96.8,4.1,1.2,-0.5,99.7,-8.3,0.1,1.7,-25.1,0.84
CCN1CCN(CCOc2cccc(Cl)c2Cl)CC1,93.6,14.1,-5.5,-3.0,103.2,-10.8,-0.2,3.8,-10.7,1.09
Cc1c(NC(=O)C(C)OC(=O)CCc2ccccc2)c(=O)n(-c2ccccc2)n1C (configuration not stated),105.5,1.4,-3.1,-0.2,102.6,-1.4,-0.2,4.5,-7.6,1.29
COCCCNC(=O)CCn1c(=O)c2ccccc2n(CC(=O)NCCc2ccc(OC)c(OC)c2)c1=O,96.7,5.5,1.1,-0.5,98.0,3.3,-0.3,5.8,13.2,1.04
Cc1ccc2cc3c(N)c(C(=O)N4CCOCC4)sc3nc2c1,87.9,22.6,-61.8,2.6,156.3*,3.2,1.2,-2.7,178.0*,1.65
Cc1ccc(S(=O)(=O)NC(C(=O)Oc2ccc3c(C)c(Cl)c(=O)oc3c2)c2ccccc2)cc1 (configuration not stated),93.6,10.9,-2.7,0.0,102.4,-2.4,0.1,7.3,16.5,1.1
Cc1cccc(C)c1-n1c(C)nn(CCOc2ccccc2)c1=O,100.0,4.9,-1.8,0.4,99.0,1.3,0.0,3.4,5.1,1.19
CC1(C)Cn2c(nc(=O)c3c2NCN(CCc2ccccc2)C3)S1,91.7,14.8,1.1,0.0,97.0,-1.1,-0.3,-2.7,12.5,1.18
O=C(Nc1ccccc1C(=O)O)c1ccc2ccccc2n1,117.7,-11.3,0.3,2.2,99.8,-4.4,-0.4,2.4,23.3,1.82
O=c1c2c(nc3c(-c4ccc(Cl)cc4)c[nH]n13)CCC2,95.4,7.7,-0.2,-1.0,100.0,-8.2,-0.4,2.0,-5.0,0.68
Fc1ccccc1N=C1NN=C(c2ccccc2)CS1,109.2,-7.1,-49.6,-0.8,143.4*,-2.2,0.0,-34.9,158.1*,4.63*

# Single entries from the entries so far:
# STAT3 activator with Nc1nonc1C(=O)NCCNCc1ccccc1OCc1ccccc1F = 86.1
# HMGR II inh with O=C1CN(S(=O)(=O)c2ccccc2)CCN1S(=O)(=O)c1ccccc1 = 1.2

# High-throughput results from PubChem.
